BAP1 block – inhibitors of BAP1 deubiquitinase, primary screen, biochemical, Ub-AMC fluorescence, kinetic; Ubiquitin carboxyl-terminal hydrolase BAP1 (Homo sapiens), Q92560; AID 436, 2006; recombinant BAP1, Ub-AMC hydrolysis fluorescence kinetic; active compounds read low; 0.48% of 72,000 active; activity remaining (% of control), % at 20 µM;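 active means activity remaining at or below 50% of control, provided the compound also passes the data quality filters; inactive means the rest, including low values that fail the filters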;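 further: 100% = DMSO wells rate and 0% = substrate alone blank rate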
Target sequence (Q92560 whole entry, looked up): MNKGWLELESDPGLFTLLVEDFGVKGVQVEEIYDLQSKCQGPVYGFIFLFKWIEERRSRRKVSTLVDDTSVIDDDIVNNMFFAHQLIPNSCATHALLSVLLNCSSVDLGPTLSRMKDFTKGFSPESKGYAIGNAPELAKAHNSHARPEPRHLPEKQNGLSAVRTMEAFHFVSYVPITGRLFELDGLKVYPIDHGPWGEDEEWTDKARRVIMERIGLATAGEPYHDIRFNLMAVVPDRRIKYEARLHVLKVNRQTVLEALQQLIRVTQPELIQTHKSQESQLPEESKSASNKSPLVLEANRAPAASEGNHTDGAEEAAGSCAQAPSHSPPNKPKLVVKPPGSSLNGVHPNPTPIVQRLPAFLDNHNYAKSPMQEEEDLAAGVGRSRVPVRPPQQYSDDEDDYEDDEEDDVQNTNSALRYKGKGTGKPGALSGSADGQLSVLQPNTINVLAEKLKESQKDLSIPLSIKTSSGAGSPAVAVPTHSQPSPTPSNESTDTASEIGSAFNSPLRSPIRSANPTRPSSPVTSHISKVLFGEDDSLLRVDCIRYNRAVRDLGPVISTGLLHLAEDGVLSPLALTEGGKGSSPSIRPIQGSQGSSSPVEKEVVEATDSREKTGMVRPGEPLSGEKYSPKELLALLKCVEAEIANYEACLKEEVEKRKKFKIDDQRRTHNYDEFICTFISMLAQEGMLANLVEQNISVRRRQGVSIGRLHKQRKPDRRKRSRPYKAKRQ
HePTP inhibitor – inhibitors of human HePTP phosphatase, primary screen, biochemical, absorbance, leukemia target; AID 521, 2006; inhibition, % at 20 µM; recombinant HePTP phosphatase activity, OD absorbance; 0.64% of 110,000 active; Tyrosine-protein phosphatase non-receptor type 7 (Homo sapiens), P35236; in the data active means inhibition above about 50%;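 further: plate controls were vehicle for no effect and reference inhibitor for full effect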
Target sequence (P35236 whole entry, looked up): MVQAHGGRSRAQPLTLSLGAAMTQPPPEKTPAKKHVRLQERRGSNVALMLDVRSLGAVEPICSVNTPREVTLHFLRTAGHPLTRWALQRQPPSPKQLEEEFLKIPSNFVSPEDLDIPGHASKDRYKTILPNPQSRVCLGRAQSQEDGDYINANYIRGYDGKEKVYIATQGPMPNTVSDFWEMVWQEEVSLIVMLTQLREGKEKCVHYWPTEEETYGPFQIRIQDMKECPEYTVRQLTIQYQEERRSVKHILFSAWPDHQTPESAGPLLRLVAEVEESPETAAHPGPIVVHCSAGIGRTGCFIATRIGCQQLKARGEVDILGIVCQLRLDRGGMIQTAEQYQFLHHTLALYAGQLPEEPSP
Numbers without * were called inactive; · = not tested or not shown; & = joins results of further samples. Only part of the results is shown; rates above refer to the full screens.

Each structure is followed by: BAP1 block | HePTP inhibitor
- Cc1ccc(S(=O)(=O)N2CN3CCN(C3)C2)cc1
→ 98.4 | 2.2
- O=C1Nc2ccc(Br)cc2C1=Cc1nc2ccccc2c(=O)n1-c1ccc(O)cc1
→ · | -4.3
- O=C(COc1ccccc1)N1CCN(Cc2cccc(Cl)c2)CC1
→ · | -0.3
- Cc1ccccc1CS(=O)(=O)Cc1ccc(C(=O)N2CCC3(CC2)OCCO3)o1
→ 107.0 | -2.3
- O=C(CCN1C(=O)COc2ccccc21)N1CCC2(CC1)OCCO2
→ 92.6 | 0.3
- CN1CCN(c2ccc([N+](=O)[O-])c(Br)c2F)CC1
→ · | 3.0
- O=c1c2ccccc2nc(/C=C/c2ccc3c(c2)OCO3)n1-c1cccc(O)c1
→ · | -6.1
- c1ccc(C2CC3CC(c4ccco4)N2O3)cc1 (centres undefined)
→ 85.7 | -1.8&8.1
- CCOc1cc(C)cc2oc(=O)c3c(c12)CCC3
→ · | 104.3*
- Cc1cc2c(s1)NC(=O)CN=C2c1cccs1
→ 108.8 | -5.1
- CCc1ccccc1NC(=O)CSc1nnc([C@@H](N)Cc2c[nH]c3ccccc23)o1
→ 98.6 | 7.3
- Oc1ccc(Br)cc1CN1CCN(Cc2cccc(F)c2)CC1
→ · | 5.4
- COC(=O)COc1cc(C)cc2oc(=O)c3c(c12)CCCC3
→ 73.4 | 12.6
- O=C1NC(=S)NC(=O)C1=Cc1ccc(O)c(O)c1
→ · | 5.4
- Cc1ccc(NC(=O)CCC(=O)Nc2ccc(Cl)cc2C(=O)c2ccccc2)cc1
→ 55.5 | ·
- COC(=O)c1cncn1C(C)c1ccccc1 (centres undefined)
→ 97.7 | -2.9
- Cc1ccccc1N1C(=O)CC(=O)N(c2ccccc2C)C1=S
→ · | -5.6
- NC(=O)Nc1cccc(C(F)(F)F)c1
→ 73.0 | -7.9
- CCN1CCN(Cc2ccc(OC(F)(F)F)cc2)CC1
→ 104.5 | 11.8
- N=c1c[n+](CC23CC4CC(CC(C4)C2)C3)[n-]o1
→ 101.4 | 8.0

Ordered by formula weight (falling): some entries from above
Each structure is followed by: BAP1 block | HePTP inhibitor
- Cc1ccc(NC(=O)CCC(=O)Nc2ccc(Cl)cc2C(=O)c2ccccc2)cc1
→ 55.5 | ·
- O=C1NC(=S)NC(=O)C1=Cc1ccc(O)c(O)c1
→ · | 5.4
- CCOc1cc(C)cc2oc(=O)c3c(c12)CCC3
→ · | 104.3*
- N=c1c[n+](CC23CC4CC(CC(C4)C2)C3)[n-]o1
→ 101.4 | 8.0

Other records follow.
Each structure is followed by: BAP1 block | HePTP inhibitor
- O=C(COc1ccc(Cl)cc1)N1CCN(Cc2cccc3ccccc23)CC1
→ · | -25.1
- CCC(=Nc1ccc(OC)cc1OC)c1c(O)n(C)c(=O)n(C)c1=O
→ 90.9 | 4.3
- COc1ccc(CN2CCN(Cc3cccc(C)c3)CC2)cc1Br
→ · | 5.5
- c1cc2n(c1)-c1c(ccc3c1OCO3)CNC2c1ccc2c(c1)OCO2 (centres undefined)
→ 84.3 | 3.3
- c1ccc2c(c1)[nH]c1cnccc12
→ · | 3.3
- O=c1c2ccccc2nc(/C=C/c2ccccc2[N+](=O)[O-])n1-c1cccc(O)c1
→ · | -8.2
- Fc1ccc(N2CCN(Cc3ccc4c(c3)OCO4)CC2)cc1
→ 72.8 | 8.8
- COC(=O)CC1=C(C(=O)OC)C2(C(=O)Nc3c(C)cccc32)C(C#N)=C(N)O1 (centres undefined)
→ 106.2 | -0.7
- O=c1cccc2n1CC1CC2CN(Cc2c(Cl)cccc2Cl)C1 (centres undefined)
→ 101.6 | 8.1
- Cc1cccc(OC(=O)N2CCOCC2)c1
→ 123.3 | 1.5
- CC(N)Cc1c[nH]c2cc3c(cc12)OCCO3 (centres undefined)
→ 94.8 | -0.1
- OCc1cnc[nH]1
→ 85.0 | ·
- COc1ccc(CCNCc2cccc([N+](=O)[O-])c2)cc1OC
→ · | 4.8
- O=c1oc2ccccc2c(O)c1C(C[N+](=O)[O-])c1c[nH]c2ccccc12 (centres undefined)
→ 70.7 | ·
- Cc1cc(OC(C)C)c2c3c(c(=O)oc2c1)CCC3
→ · | -0.9
- CC(C)C1(C)N=C(c2nc3ccccc3cc2C(=O)O)NC1=O (centres undefined)
→ 121.9 | 3.2
- CCOP(=O)(C#CC(C)(C)C)C(C)(O)c1ccccc1 (centres undefined)
→ 99.9 | 4.7
- CCCCC12CNCC(C)(CNC1)C2=O
→ 68.3 | 8.3
- COc1ccccc1CN1CCN(C(=O)Cc2ccccc2)CC1
→ 101.9 | -3.1
- Cc1ccc(N2C(=O)NC(=O)/C(=C\c3cn(CC(=O)O)c4ccccc34)C2=O)cc1
→ · | 4.6

Continued; the last 2 above are carried over.
Each structure is followed by: BAP1 block | HePTP inhibitor
- COc1ccccc1CN1CCN(C(=O)Cc2ccccc2)CC1
→ 101.9 | -3.1
- Cc1ccc(N2C(=O)NC(=O)/C(=C\c3cn(CC(=O)O)c4ccccc34)C2=O)cc1
→ · | 4.6
- CCCCn1c(C)c(C(=O)O)c2cc(OC)ccc21
→ 118.3 | 4.1
- O=C(Cn1ncc2c3ccccc3n(Cc3ccc(F)cc3)c2c1=O)N1CCC2(CC1)OCCO2
→ 96.7 | 6.0
- CC(=O)c1c(O)n(C)c(=S)n(-c2ccccc2)c1=O
→ 102.8 | 1.3
- CCN1CC2([N+](=O)[O-])CC=C(Br)C([N+](=O)[O-])(C1)C2 (centres undefined)
→ · | -2.9
- Cc1ccc(S(=O)(=O)ON2CC2(C(F)(F)F)C(F)(F)F)cc1 (centres undefined)
→ · | -7.3
- CC(=O)Oc1ccc(C(=O)Nc2ccc(Cl)cc2C(=O)c2ccccc2)cc1
→ 54.1 | ·
- Cc1nc2ccccc2c(=O)n1-c1ccncc1
→ · | 9.7
- CNc1ccc(C)cc1C(=O)c1ccc(Br)cc1
→ 70.9 | ·
- C=CCn1c(O)c(C(C)=NC2CC2)c(=O)[nH]c1=O
→ 95.1 | 4.8
- CN1C(=O)NC(=O)/C(=C/c2ccc(-c3ccccc3[N+](=O)[O-])o2)C1=O
→ · | 2.4
- COc1cc(/C=C/[N+](=O)[O-])cc(Br)c1OC(C)=O
→ · | -2.5
- COc1ccc(-c2nc(CSCC(=O)N3CCC4(CC3)OCCO4)c(C)o2)cc1OC
→ 94.8 | 11.4
- C(#CCN1CCOCC1)COCc1ccccc1
→ 99.7 | -0.4
- CCOc1ccc(N2C(=O)NC(=O)/C(=C\c3ccc(C)o3)C2=O)cc1
→ · | -3.6
- O=C(Cn1ncc2ccsc2c1=O)N1CCC2(CC1)OCCO2
→ 107.6 | 6.4
- O=C1C2CCCN2C(c2cccc(Cl)c2)N1c1ccccn1 (centres undefined)
→ 98.7 | -9.7
- CN1CCN(C(=O)COc2ccc(Cl)cc2Br)CC1
→ · | 10.1
- Cc1ccc(OP(=O)(O)Oc2ccc(C)cc2)cc1
→ · | 8.3
- CCOc1ccccc1CN(CCc1ccc2c(c1)OCO2)Cc1ccc(F)c(F)c1
→ · | 3.3
- Cc1cccc(-n2c(/C=C/c3ccc4c(c3)OCO4)nc3ccccc3c2=O)c1
→ · | 7.1

Additional structures
Each structure is followed by: BAP1 block | HePTP inhibitor
- Cc1o[nH]c(=O)c1CC(N)C(=O)O (centres undefined)
→ 89.0 | ·
- Cc1nc2cc(C(=O)N3CCC4(CC3)OCCO4)ccc2n1-c1cccc(F)c1
→ 97.7 | ·
- COc1ccc(C(=O)NC(Cc2cnc[nH]2)C(=O)O)cc1 (centres undefined)
→ · | 1.3
- COc1ccc(Br)cc1CN1CCN(C(=O)COc2ccc3ccccc3c2)CC1
→ · | -0.4
- O=C(c1ccc([N+](=O)[O-])cc1)C12CN3CN(CN(C3)C1)C2
→ · | -2.4
- COCCn1cc(C(=O)N2CCC3(CC2)OCCO3)c2c3ccccc3n(C)c2c1=O
→ 269.7 | 0.4
- O=C(O)C1(c2ccc(Cl)cc2)CCC1
→ 102.0 | ·
- c1cc(CN2CCN(C3CC4CCC3C4)CC2)ccn1 (centres undefined)
→ · | -3.6
- C#CCN1C(=O)C2(C(C#N)=C(N)OC(C)=C2C(=O)OCc2ccccc2)c2ccccc21 (centres undefined)
→ 97.5 | 10.1
- CCC(=NCc1ccco1)c1c(O)n(Cc2ccccc2)c(=O)[nH]c1=O
→ 92.4 | 5.8
- CCCCCCN=C(CC)c1c(O)n(CCCC)c(=O)[nH]c1=O
→ 86.8 | 3.2
- COc1ccc(N2CCN(C(CNC(=O)Oc3ccccc3)c3cccnc3)CC2)cc1 (centres undefined)
→ 94.2 | ·
- CCCCCn1c(=O)c(C(=O)NCc2ccncc2)c(O)c2ccccc21
→ · | 11.0
- CC1(O)C[C@]2(C)N(O)C3CCCC[C@@H]3N2O1 (some centres undefined)
→ 108.4 | 3.0
- O=C1NC(=O)N(c2ccc(Cl)cc2)C(=O)/C1=C\c1cc(Br)cc(Cl)c1O
→ · | -11.8
- CCC(=O)N1CC(=O)Nc2ccc(C)cc2C1c1ccccc1 (centres undefined)
→ · | -19.1
- Cc1ccc2c(c1)CC1(CN2C)C(=O)NC(=O)N(c2ccccc2C)C1=O (centres undefined)
→ 99.8 | 6.6
- CCCn1ncc(C(=O)O)c1C
→ 105.6 | 3.7
- CN(C)C(=O)CSc1nnc([C@@H](N)Cc2ccccc2)o1
→ 89.4 | 4.0
- C(=NC12CN3CN(CN(C3)C1)C2)c1cccnc1
→ 102.5 | -2.6

Some of the entries so far, with bars between the fields.
SMILES | BAP1 block | HePTP inhibitor
Cc1cccc(-n2c(/C=C/c3ccc4c(c3)OCO4)nc3ccccc3c2=O)c1 | · | 7.1
Cc1o[nH]c(=O)c1CC(N)C(=O)O (centres undefined) | 89.0 | ·

Other compounds follow.
Each structure is followed by: BAP1 block | HePTP inhibitor
- COc1cc(OC)cc(C(=O)Nc2ccc([N+](=O)[O-])cc2C(=O)c2ccccc2)c1
→ · | 10.9
- CCc1c(C(=O)OC)ncc2[nH]c3cc(OC)c(OC)cc3c12
→ 94.7 | ·
- COc1ccc(C2c3c(c4ccccc4oc3=O)Oc3c2c(=O)oc2ccccc32)cc1COc1ccccn1
→ · | 10.9
- Nc1ccc(Br)cc1C(=O)c1ccccc1F
→ · | -6.6
- O=C1NC(=O)C2(Cc3ccccc3N3CCCC32)C(=O)N1c1ccccc1 (centres undefined)
→ 102.1 | 4.6
- O=C1C2CCCN2C(c2ccccc2)N1c1ccccn1 (centres undefined)
→ 96.1 | 0.1
- COc1ccc(-n2c(O)c(C(C)=NC3CC3)c(=O)[nH]c2=O)cc1
→ 101.3 | -3.6
- O=S(=O)(c1ccc(Cl)cc1)N1CN2CCN(C2)C1
→ 97.3 | 0.9
- CN(C)C(=O)Nc1cccc(OC(=O)N(C)C)c1
→ 137.1 | 8.5
- CC(=NCc1ccco1)c1c(O)n(C)c(=O)n(C)c1=O
→ 94.6 | -2.9
- CC1CN=C(NCc2ccncc2)S1 (centres undefined)
→ 114.0 | 8.6
- Oc1ccc(Br)cc1CN1CCN(Cc2ccccc2Cl)CC1
→ · | -3.0
- O=C(COc1ccccc1)N1CCN(C/C=C/c2ccccc2)CC1
→ 76.9 | 1.0
- CCC(=NCCC1=CCCCC1)c1c(O)[nH]c(=O)[nH]c1=O
→ 85.7 | 2.9
- O=C(O)C1CN2CCC1CC2 (centres undefined)
→ 88.5 | 7.8
- O=c1[nH]c(=O)n(CCc2ccccc2)c(O)c1C=NCCCn1ccnc1
→ 89.1 | 10.8
- CCOC(=O)C1SC2(C(F)F)CC1(O)c1c(c(OC)c3occc3c1OC)O2 (centres undefined)
→ 105.8 | 1.6
- O=C1NC(=O)N(Cc2ccccc2)C(=O)/C1=C/c1ccc2c(c1)OCO2
→ · | 7.5
- CCN(CC)c1ccc(N=Cc2c(O)n(-c3ccccc3C)c(=O)[nH]c2=O)cc1
→ 98.8 | 0.2
- Cc1ccc(NC(=O)CSc2nnc([C@@H](N)Cc3c[nH]c4ccccc34)o2)c(C)c1
→ 103.3 | 5.4

(more compounds)
Each structure is followed by: BAP1 block | HePTP inhibitor
- CC(C)c1ccccc1OCC(=O)Nc1ccc(Cl)cc1C(=O)c1ccccc1
→ 174.6 | ·
- CCOC(=O)c1c(N)n(Cc2ccccc2)c2nc3ccccc3nc12
→ · | 8.7
- NCC1(c2ccc3c(c2)OCCO3)CCCC1
→ 83.1 | 4.2
- Oc1ccc2c3c1O[C@H]1c4oc5ccccc5c4C[C@@]4(O)C(C2)N(CC2CC2)CCC314 (some centres undefined)
→ 92.9 | ·
- Cc1cc([P+](=O)O)c(C)n1-c1ccc(Br)cc1
→ 72.7 | 10.9
- CCOc1ccc(N2C(=O)NC(=O)/C(=C\c3cc(OC)c(OC)cc3[N+](=O)[O-])C2=O)cc1
→ · | 6.2
- O=c1c2ccccc2nc(N2CCCC2)n1-c1ccc(Cl)cc1
→ · | -1.7
- COc1ccc(Br)cc1CN1CCN(CCO)CC1
→ 114.7 | 5.4
- Nc1ccncc1
→ 93.8 | ·
- COc1ccc(CN2C(=O)CC(=O)NC2=O)cc1
→ 61.4 | 6.6
- CCCCn1c(O)c(C(C)=Nc2c(C)n(C)n(-c3ccccc3)c2=O)c(=O)[nH]c1=O
→ 113.1 | 9.6
- COCCOC(=O)c1c(N)n(Cc2ccccc2)c2nc3ccccc3nc12
→ 395.7 | 5.6

Reformatted tab-delimited: four of the compounds above.
SMILES	BAP1 block	HePTP inhibitor
O=c1c2ccccc2nc(N2CCCC2)n1-c1ccc(Cl)cc1	·	-1.7
Cc1cc([P+](=O)O)c(C)n1-c1ccc(Br)cc1	72.7	10.9
Nc1ccncc1	93.8	·
Oc1ccc2c3c1O[C@H]1c4oc5ccccc5c4C[C@@]4(O)C(C2)N(CC2CC2)CCC314 (some centres undefined)	92.9	·

Source: PubChem BioAssay
